Screening results from PubChem BioAssay.
BoNT A protease = BoNT/A light chain protease inhibitors, primary screen, biochemical, flow cytometry, MLPCN library. multiplex microsphere protease substrate cleavage. inhibition, % at 10 µM. 360,000 compounds, 0.17% hits; in the data active = inhibition above about 30%; inconclusive = no clear call, values can overlap the other calls; also: plate controls were buffer without enzyme for full effect and enzyme alone for no effect
GDH-TPI inh = GDH-TPI coupling enzyme inhibitors, primary screen, artefact control for M. tuberculosis FBA inhibitor project, biochemical, absorbance, full deck. GDH-TPI coupled enzyme counterscreen, NADH absorbance. 360,000 compounds, 1.2% hits. inhibition, % at 4.8 µM;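 also: 0% = DMSO wells and 100% = wells lacking the enzyme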
PrPC TRFRET = inhibitors of human cell surface prion protein PrPC, primary screen, cell-based, TR-FRET | TR-FRET read-out | inhibition, % at 13.8 µM | 370,000 compounds, 0.43% hits | AID 720596, 2013; in the data active = inhibition above about 24%; also: 0% = median of the test wells and 100% = reference compound wells
Mtb BioA inh = M. tuberculosis BioA enzyme inhibitors, primary screen, biochemical, plate reader, single point, HTS; purified M. tuberculosis BioA enzyme; inhibition, % at 9.99 µM; 360,000 compounds, 0.096% hits; 7,8-diaminopelargonic acid synthase BioA (Mycobacterium tuberculosis); AID 602481, 2012; in the data active = inhibition above about 40%; inconclusive = no clear call, values can overlap the other calls
Mtb FBA inh = Mtb FBA enzyme inhibitors, primary screen, biochemical, fluorescence, strain H37Rv; Fructose-bisphosphate aldolase (Mycobacterium tuberculosis (strain ATCC 25618 / H37Rv)), …; purified M. tuberculosis FBA, fluorescence read-out; inhibition, % at 1 µM; 360,000 compounds, 2.3% hits; in the data active = inhibition above about 27%;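 also: 0% = vehicle and 100% = reference inhibitor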
Target sequence (P9WQA3 whole entry, looked up): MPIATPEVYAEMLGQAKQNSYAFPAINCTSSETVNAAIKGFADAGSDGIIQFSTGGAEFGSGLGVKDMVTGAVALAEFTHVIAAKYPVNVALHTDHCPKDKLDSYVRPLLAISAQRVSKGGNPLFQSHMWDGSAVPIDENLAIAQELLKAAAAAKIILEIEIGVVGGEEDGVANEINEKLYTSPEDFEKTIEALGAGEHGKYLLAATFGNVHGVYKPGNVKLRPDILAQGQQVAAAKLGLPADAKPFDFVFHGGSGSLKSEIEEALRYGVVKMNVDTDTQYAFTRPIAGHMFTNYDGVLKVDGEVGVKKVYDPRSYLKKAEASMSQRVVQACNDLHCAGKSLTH
BoNT-F LC inh = BoNT/F light chain protease inhibitors, primary screen, biochemical, flow cytometry, MLPCN library. Botulinum neurotoxin type F light chain protease (Clostridium botulinum). Multiplex microsphere protease cleavage assay. inhibition, % at 10 µM. 360,000 compounds, 0.22% hits; in the data active = inhibition above about 35%, passing the limit was not always enough; inconclusive = no clear call, values can overlap the other calls; also: plate controls were buffer without enzyme for full effect and enzyme alone for no effect
FadD28 FP inh = inhibitors of FadD28 bisubstrate probe binding, primary screen, biochemical, fluorescence polarization, single point; inhibition, % at 12.5 µM; Mycobacterium tuberculosis FadD28 fatty-acid-AMP ligase; AID 588549, 2011; 360,000 compounds, 0.22% hits; in the data active = inhibition above about 8.5%, passing the limit was not always enough; inconclusive = no clear call, values can overlap the other calls
CCHF vOTU inh = CCHFV vOTU protease inhibitors, primary screen, biochemical, Pep-AMC substrate, fluorescence; Crimean-Congo hemorrhagic fever virus L polyprotein viral ovarian tumor (vOTU) protease …; inhibition, % at 11.5 µM; 370,000 compounds, 0.55% hits; AID 651958, 2012; also: 0% = vehicle wells with enzyme and 100% = no enzyme wells
UGM FP inh = M. tuberculosis UGM enzyme inhibitors, primary screen, biochemical, fluorescence polarization, single point; UDP-galactopyranose mutase (Mycobacterium tuberculosis (strain ATCC 25618 / H37Rv)), …; purified UGM, fluorescence polarization probe displacement; inhibition, % at 10 µM; 320,000 compounds, 0.06% hits; AID 504406, 2011; in the data active = inhibition above about 10%, passing the limit was not always enough; inconclusive = no clear call, values can overlap the other calls
Target sequence (P9WIQ1 whole entry, looked up): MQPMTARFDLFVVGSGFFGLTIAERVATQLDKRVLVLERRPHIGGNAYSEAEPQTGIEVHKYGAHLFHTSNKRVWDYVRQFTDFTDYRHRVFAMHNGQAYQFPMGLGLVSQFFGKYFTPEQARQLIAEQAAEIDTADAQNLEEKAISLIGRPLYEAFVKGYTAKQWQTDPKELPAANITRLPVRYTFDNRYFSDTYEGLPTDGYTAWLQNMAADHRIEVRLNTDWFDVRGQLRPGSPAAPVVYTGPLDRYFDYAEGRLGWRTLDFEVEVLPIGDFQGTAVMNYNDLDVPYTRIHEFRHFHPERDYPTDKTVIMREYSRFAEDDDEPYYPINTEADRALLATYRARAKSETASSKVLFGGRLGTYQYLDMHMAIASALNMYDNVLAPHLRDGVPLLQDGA
Active calls of the source: *; ? = inconclusive; · = no result given. Rule as the data show it, unless noted: active = inhibition above about 30%; inactive = the rest.

SMILES	BoNT A protease	GDH-TPI inh	PrPC TRFRET	Mtb BioA inh	Mtb FBA inh	BoNT-F LC inh	FadD28 FP inh	CCHF vOTU inh	UGM FP inh
O=S(=O)(c1ccc(-c2n[nH]c(=S)o2)cc1)N1CCCCC1	-0.6	8	-6	-0.6	6	10	-0.6	-8	-0.4
CC1(C(=O)NCc2ccccc2Br)CCN1Cc1ccc(-c2ccccc2)o1 (configuration not stated)	-0.5	1	7	-0.6	0	-6	-3.2	0	·
CCCN(C(=O)c1ccco1)c1nnc(-c2ccccc2C)s1	0.1	15	-3	·	2	1	-2.2	-6	-0.5
CCN1CCN(CCCNC(=O)CCC(=O)N2CC(C)Oc3ccc(C)cc32)CC1 (configuration not stated)	-0.6	-4	3	-1.2	1	-3	0.8	-2	2.4
COc1ccccc1N(CC(=O)Nc1cc(C)on1)S(=O)(=O)c1ccc(Cl)cc1	0.2	2	-1	0.1	1	-9	-1.3	-5	0.7
CN1CCC(NC(=O)Cc2c(F)cccc2Cl)CC1	-0.1	7	6	0.5	0	1	-0.4	8	0.4
CCOC(=O)c1c(NC(=O)C2COc3ccccc3O2)sc2c1CC(C)(C)NC2(C)C (configuration not stated)	0.2	0	-6	·	-4	1	-6.3	0	0.2
Cc1ccc(C)c(NC(=O)CCN2CC(C)CC(C)C2)c1 (configuration not stated)	-2.2	-4	2	-0.5	1	?	-1.8	-17	2.9
O=C1CN(C(=O)c2c(F)cccc2F)C(c2ccc(F)cc2)c2cc(Br)ccc2N1 (configuration not stated)	0.2	-5	22	0.9	3	17	-0.1	16	2.3
CCOc1ccccc1C(=O)N1CCN=C1SC	0.5	2	-4	-0.9	-1	12	-4.2	-2	2.3
COC(=O)C1=C(C)NC(=O)NC1c1ccccc1 (configuration not stated)	-2.0	-3	1	·	4	-3	-1.6	4	2.6
CC[C@]1(C(=O)OC)[C@H]2C(=O)N(C)C(=O)[C@H]2[C@H]2CN=C(SCc3ccccc3)N21	-0.5	5	-5	-0.5	-4	-7	-3.2	-4	·

Among those listed so far, 2 contain fluorine:
SMILES	BoNT A protease	GDH-TPI inh	PrPC TRFRET	Mtb BioA inh	Mtb FBA inh	BoNT-F LC inh	FadD28 FP inh	CCHF vOTU inh	UGM FP inh
CN1CCC(NC(=O)Cc2c(F)cccc2Cl)CC1	-0.1	7	6	0.5	0	1	-0.4	8	0.4
O=C1CN(C(=O)c2c(F)cccc2F)C(c2ccc(F)cc2)c2cc(Br)ccc2N1 (configuration not stated)	0.2	-5	22	0.9	3	17	-0.1	16	2.3

The results go on:
SMILES	BoNT A protease	GDH-TPI inh	PrPC TRFRET	Mtb BioA inh	Mtb FBA inh	BoNT-F LC inh	FadD28 FP inh	CCHF vOTU inh	UGM FP inh
CSCCC(=O)NC1CCCN(CCc2ccccc2)C1 (configuration not stated)	-2.9	4	-2	5.2	0	8	-3.1	-1	1.1
COc1ccc2[nH]cc(/C=N/NS(=O)(=O)c3ccc(C)cc3)c2c1	·	8	13	·	2	·	-0.8	-2	3.4
Cc1ccc2nc3c(cc(C(=O)NCCN4CCOCC4)c(=N)n3CCCN3CCOCC3)c(=O)n2c1	0.4	5	·	-1.1	78*	3	-1.6	·	0.4
COC(=O)C1=C(C)NC(=O)NC1c1ccc(OC(=O)c2ccco2)cc1 (configuration not stated)	0.8	2	0	·	4	-3	-0.6	8	0.7
COc1ccc(-c2sc3ccc(N4CCOCC4)cc3c2-c2ccc(O)cc2)cc1	0.4	8	3	-0.1	7	4	0.8	-10	0.2
CC(C)c1csc(CN2CCCC(CCC(=O)NCc3ccccc3F)C2)n1 (configuration not stated)	0.9	-3	-2	·	6	3	-3.6	-7	-2.1
Nc1nnc(COc2ccccc2)s1	0.0	0	-3	0.0	-1	10	-0.8	-14	0.0
CC(NC(=O)CSc1ncccc1C(=O)O)C1CC2CCC1C2 (configuration not stated)	-0.5	1	11	-0.9	1	-2	0.4	-3	3.0
CC(C)CCC1(C)NC(=O)N(CC(=O)c2ccc[nH]2)C1=O (configuration not stated)	0.3	-2	-6	-2.5	-1	-8	-1.5	8	1.8
CC(C)(C)c1ccc(C(=O)NC(=S)NCc2ccco2)cc1	-1.0	9	8	-0.4	3	-3	-0.1	9	-0.5
O=C(C=C=Nc1ccccc1)C(=O)N=C=Cc1ccccc1	-0.3	13	-4	-4.0	-1	1	-1.8	0	-0.8
O=C(CN1C(=O)c2ccccc2S1(=O)=O)NC1CCCC1	-1.1	3	0	-2.4	-1	-13	-1.2	2	0.2
Cc1ccc(C(=O)N/C(=C\c2ccc(F)cc2)C(=O)NCCN2CCOCC2)cc1	2.5	-4	-13	6.8	1	12	-3.0	-16	-1.3
CCc1ccccc1NC(=O)NCCN1CCCCC1	-0.8	7	7	2.4	-1	6	-0.3	-13	-1.0
Cc1nc(S/C(=C/c2ccc(-c3ccc(Cl)cc3)o2)C(=O)O)n[nH]1	1.0	10	10	-2.2	-4	-7	-0.8	-1	0.5
O=C1NC[C@H](CCCCN2C[C@H](Cc3ccccc3)N(Cc3ccccc3)C(=O)C2=O)N(CCc2ccccc2)C1=O	-0.5	·	2	·	·	-12	·	13	·
COc1ccc(/C=N\NC(=O)c2cc(O)c(O)c(O)c2)cc1CN1CCN(c2ccc(F)cc2)CC1	-1.1	25	-7	-1.2	-1	-13	-0.4	-2	-0.7
c1ccc(OCC2CCNCC2)nc1	2.3	-7	-2	-1.4	-6	23	-2.8	-4	0.1
Cc1cc(NC(=O)CSc2cn(CCNC(=O)c3ccc(F)cc3)c3ccccc23)no1	-0.3	2	3	-2.2	0	1	-1.5	10	-2.2
COc1ccc(-c2oc3ncn(CCN4CCOCC4)c(=N)c3c2-c2ccc(OC)cc2)cc1	-1.7	19	1	5.4	16	-8	-1.2	-5	0.0
Cc1noc(C)c1COC(=O)c1csc2c1CCCC2	1.6	5	1	1.0	4	18	-0.4	7	·
COc1ccc(NC(=O)CNC(=O)c2nn(-c3ccc(OC)c(Cl)c3)c(=O)c3ccccc23)c(OC)c1	0.3	-6	2	-2.3	-5	-3	-2.0	1	2.5
CC(=O)Nc1ccc(N2C(=O)CSC2c2cccc([N+](=O)[O-])c2)cc1 (configuration not stated)	-0.7	4	-3	·	3	0	-1.0	-5	-1.2
CCCCn1c(N)c(N(CCOC)C(=O)COC(=O)COc2c(C)cccc2C)c(=O)[nH]c1=O	-1.2	4	-1	·	-1	-4	-4.2	1	0.9

The list goes on (three carried over from the part before).
SMILES	BoNT A protease	GDH-TPI inh	PrPC TRFRET	Mtb BioA inh	Mtb FBA inh	BoNT-F LC inh	FadD28 FP inh	CCHF vOTU inh	UGM FP inh
COc1ccc(NC(=O)CNC(=O)c2nn(-c3ccc(OC)c(Cl)c3)c(=O)c3ccccc23)c(OC)c1	0.3	-6	2	-2.3	-5	-3	-2.0	1	2.5
CC(=O)Nc1ccc(N2C(=O)CSC2c2cccc([N+](=O)[O-])c2)cc1 (configuration not stated)	-0.7	4	-3	·	3	0	-1.0	-5	-1.2
CCCCn1c(N)c(N(CCOC)C(=O)COC(=O)COc2c(C)cccc2C)c(=O)[nH]c1=O	-1.2	4	-1	·	-1	-4	-4.2	1	0.9
O=C(CN1C(=O)NC(c2ccccc2)(c2ccccc2)C1=O)N1CCOCC1	1.9	-2	-3	-1.4	0	2	-1.6	6	·
COc1ccc(S(=O)(=O)N(C)c2ccc(C(=O)N3CCCC3)cc2)cc1	0.3	-2	0	·	-1	-1	-0.1	-7	-0.7
O=C(NCc1ccco1)c1ccccc1NS(=O)(=O)c1cccs1	3.3	-4	-5	·	1	3	-3.0	2	2.0
Cc1cc(C)n(-c2ccc(C(=O)OCC(=O)Nc3cc(Cl)ccc3[N+](=O)[O-])cc2)n1	-0.4	6	-4	-0.3	0	0	-1.6	3	-2.2
COc1ccc(CNS(=O)(=O)CCNCCc2ccccc2)cc1	0.0	-2	-5	0.1	2	-16	-1.2	-2	·
CC(C)NC(=O)[C@@H]1CSC2c3ccccc3C(=O)N21 (some centres not stated)	-3.0	-5	6	0.8	2	-23	·	12	2.1
CCN(CC(=O)Nc1cc(S(=O)(=O)N2CCCCC2)ccc1C)Cc1ccccc1	-3.0	5	11	0.6	0	6	-0.6	6	-4.2
CCOc1ccc(C(=O)NNC(=O)c2cc(C)oc2C)cc1	2.8	2	-6	·	3	3	-1.1	-5	·
CCC1Sc2ccccc2N(CC(=O)NCc2ccccc2OC)C1=O (configuration not stated)	-0.8	15	6	·	1	-5	0.8	-1	2.9
Cn1c(=O)oc2cc(S(=O)(=O)Nc3ccc4c(c3)OCCO4)ccc21	?	-1	7	0.9	0	-8	-3.7	8	-0.2
COc1ccc(C2c3c(ccc4ccccc34)Oc3ncn4nc(Cc5ccccc5)nc4c32)cc1OC (configuration not stated)	-0.1	-3	7	·	1	2	-2.5	1	-0.7
O=C(Nc1cccc(F)c1)NC1(C(=O)NCC2CCCO2)CCCCC1 (configuration not stated)	-5.5	-4	-5	·	-1	-17	-0.1	-1	2.7
O=C(CSc1nnc(C2CC2)n1C1CC1)Nc1cccc(Br)c1	-0.1	0	5	-1.1	-1	2	-4.6	4	-0.5
Cc1ccc(N=Nc2c(C)[nH]n(-c3ccccc3)c2=O)cc1	-0.1	-2	1	·	-6	-4	-2.3	2	-0.9
Cc1ccc(S(=O)(=O)N2CCN(CCc3ccncc3)CC2)cc1	-0.9	4	7	-0.4	0	-4	-0.9	-4	3.0
COc1ccc(C)cc1S(=O)(=O)N(CC(=O)NCc1ccc(Cl)cc1)Cc1ccccc1	-0.7	7	6	-1.6	2	-2	-1.6	17	0.7
CCN(CC)CCOC(=O)c1ccc(NC(=O)CNC(=O)c2ccccc2)cc1	-0.7	-4	12	·	0	2	-4.0	-5	1.0
CCOc1ccc(Cc2c(Cl)nc(SC)nc2OC)cc1	-2.1	8	1	1.2	-3	-4	-1.1	-6	-0.4
Cc1cc(=O)n2nc(N3CCC(C(=O)NCc4cccc(Br)c4)CC3)sc2n1	6.7	5	3	0.8	-1	7	-5.3	10	-2.3
O=C(CCn1c(=O)oc2ccccc21)Nc1nccs1	0.3	6	-1	-1.2	0	-17	-0.8	-8	1.0
Cn1c(/C(C#N)=C2/CCCCCN2)nc2ccccc21	-0.2	7	6	0.4	6	3	-0.6	6	-0.3
COc1ccc(CNC(=O)CSc2cccc3cccnc23)cc1	-7.0	12	9	-2.1	16	?	-3.1	-26	-4.3
COC(=O)c1sccc1NC(=S)Nc1cc(C)ccc1OC	0.3	-2	1	·	0	-10	-1.5	8	-1.7
CC(C)=CCc1cc([C@@H]2CC(=O)c3ccc(O)c(CC=C(C)C)c3O2)ccc1O	0.1	3	2	1.5	-3	-2	-9.1	8	0.0
COc1ccc(OCc2cc(C(=O)NCCN3CCCC(O)C3)no2)c(Cl)c1 (configuration not stated)	-0.2	-5	-6	-0.6	-1	-6	-2.6	13	3.6
Cc1ccc(NC(=S)NC(NC(=O)c2ccccc2)C(Cl)(Cl)Cl)c(C)c1 (configuration not stated)	1.6	20	16	-3.8	-1	1	-1.0	-4	·
Cc1ccc(NC(=O)Cn2c(C)cc(C)c(C#N)c2=O)c(Cl)c1	-4.1	24	4	·	4	-5	0.6	-20	-0.3
Cc1[nH]c(=O)[nH]c(=O)c1S(=O)(=O)N1CCN(c2ccccc2)CC1	0.7	4	-3	0.3	-2	2	-2.0	4	-0.5
COc1ccc(OCc2cc(C(=O)NC3Cc4ccccc4C3)no2)c(Cl)c1	2.5	6	-2	-1.8	3	6	-0.9	9	-2.6
Cc1cc(C)cc(N=c2c([N+](=O)[O-])nn(-c3ccc4c(c3)OCCO4)n2O)c1	-0.3	0	-1	-8.5	2	-2	-3.2	-6	-0.2
Cc1cc(OC(C)C(=O)NCc2ccccn2)c2c(C)c(C)c(=O)oc2c1 (configuration not stated)	-1.8	10	-5	-0.4	44*	-3	0.2	-12	-1.7
